# ADAM10 inh – inhibitors of human ADAM10; inhibition, % at 7 µM; recombinant ADAM10, EDANS/DABCYL FRET peptide cleavage, 3 h; O14672; hit rate 0.62% among 370,000;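 active = inhibition above a per-campaign cutoff equal to the mean of compounds falling between control-based bounds plus 3 SD, cut at about 20% in these data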;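 note: 0% = DMSO wells while the 100% control is not disclosed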
# Tn6 DDE FP – DD(E)-Tn6 binding inhibition, primary FP screen; P02675; Fibrin DD(E) TRITC-Tn6 fluorescence polarization displacement; inhibition, % at 8.3 µM; hit rate 0.21% among 370,000; AID 720509;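 active = inhibition above a per-campaign cutoff: mean of compounds within control limits plus 3 SD, cut at about 15% in these data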;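 note: 0% = median of all compound wells on the plate and 100% = blocking peptide control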
# Tn7 DDE FP – disrupts Tn7 cyclic peptide binding to fibrin D-Dimer-E complex. P02675. FP displacement of FITC-Tn7 peptide from fibrin DD(E); 0% = median of compound wells per plate. inhibition, % at 8.3 µM. hit rate 0.13% among 370,000. AID 720508;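 active = inhibition above the mean of compounds falling within the control limits plus 3 SD of them, cut at about 14% in these data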;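 note: 0% = plate median of compound wells and 100% = 10 µM Aha-Tn7 peptide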
#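 Test system – human fibrin DD(E) · Times – 10 min preincubation, 3 h with tracer, room temperature · Detection – fluorescence polarization of the labelled Tn7 tracer · Measure – percent inhibition normalized to high-control wells · Benchmarks – high control wells with 10 µM unlabelled Aha-Tn7 peptide (full inhibition) · Repeats – singlicate testing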
# SIAE inh – blocks human sialic acid acetylesterase. SIAE FP-Rh probe binding, fluorescence polarization. inhibition, % at 9.66 µM. hit rate 0.69% among 370,000;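 active = inhibition above a cutoff: mean of compounds within the control limits plus 3 SD of those, cut at about 17% in these data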;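 note: 0% = plate median of compound wells and 100% = probe without SIAE protein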
# ARFGAP1 inh – rat ARFGAP1 inhibition; Q62848; Arfgap1-stimulated ARF1 GTP hydrolysis, GDP FP detection; inhibition, % at 16.5 µM; hit rate 0.26% among 360,000; AID 651572;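 active = inhibition above a per-plate limit, mean inhibition of low control wells plus 3 SD, cut at about 25% in these data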;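 note: 0% = DMSO wells with enzyme and 100% = wells lacking Arfgap1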
#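 Material – truncated rat Arfgap1 GAP domain · Buffer or medium – HEPES-based buffer, pH 7.5 · Reagent – human ARF1(Δ1-17)-GTP substrate · Dosing – 16.5 µM single point, 1.26% DMSO · Schedule – GTP hydrolysis reaction 2 h at 25 °C · Technique – GDP detection by fluorescence polarization · Benchmarks – No-Arfgap1 wells (100%) versus DMSO full-reaction wells (0%) · Repeats – single replicate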
# TDP2 absorb – blocks human TDP2 phosphodiesterase activity; O95551; inhibition, % at 12.8 µM; AID 720702; hit rate 0.34% among 370,000; recombinant TDP2, T5PNP hydrolysis, p-nitrophenol absorbance 415 nm;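 active = inhibition above the mean of all tested compounds plus 3 SD, set per campaign, cut at about 25% in these data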;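 note: 0% = DMSO with enzyme and 100% = buffer with substrate but no TDP2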
#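 Read-out basis: percent inhibition. System: recombinant human TDP2. Buffer or medium: Mg2+-containing Tris-HCl buffer, pH 7.5. Repeats: single replicate. Timing: reaction 2 h, 37 °C. Benchmarks: high control without enzyme, low control DMSO plus TDP2. Probe or stimulus: 5 mM T5PNP. Doses: 12.8 µM only. Measured by: epi absorbance of p-nitrophenol freed from T5PNP by hydrolysis.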
# PLCb3 inh – inhibitors of human phospholipase C beta3; Purified PLC-beta3, fluorogenic substrate, fluorescence; hit rate 0.18% among 370,000; inhibition, % at 12.2 µM; Q01970; in the data active = inhibition above about 11%;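 note: 0% = median of compound wells on plate and 100% = full blocker control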
# ASAP1 inh – ASAP1 ArfGAP inhibition; ASAP1-stimulated ARF1 GTP hydrolysis, GDP FP detection; inhibition, % at 16.5 µM; hit rate 0.19% among 360,000; AID 624377; in the data active = inhibition above about 25%;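 note: 0% = vehicle with enzyme and substrate and 100% = no enzyme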
# ADAM17 inh – ADAM17 inhibition, QFRET primary screen | P78536 | inhibition, % at 6.95 µM | hit rate 0.83% among 370,000 | recombinant ADAM17, EDANS/DABCYL FRET peptide cleavage | AID 720648;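 active = inhibition above the mean of compounds lying between control limits plus 3 SD, set per campaign, cut at about 8.5% in these data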;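 note: 0% = DMSO-only wells as the low control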
# PLC-gamma1 inh – blocks human PLC-gamma1 enzyme activity | P19174 | hit rate 0.84% among 370,000 | purified PLC-gamma1, fluorogenic substrate, fluorescence | inhibition, % at 12.2 µM; in the data active = inhibition above about 9.5%
# Target sequence (P19174 whole entry, looked up): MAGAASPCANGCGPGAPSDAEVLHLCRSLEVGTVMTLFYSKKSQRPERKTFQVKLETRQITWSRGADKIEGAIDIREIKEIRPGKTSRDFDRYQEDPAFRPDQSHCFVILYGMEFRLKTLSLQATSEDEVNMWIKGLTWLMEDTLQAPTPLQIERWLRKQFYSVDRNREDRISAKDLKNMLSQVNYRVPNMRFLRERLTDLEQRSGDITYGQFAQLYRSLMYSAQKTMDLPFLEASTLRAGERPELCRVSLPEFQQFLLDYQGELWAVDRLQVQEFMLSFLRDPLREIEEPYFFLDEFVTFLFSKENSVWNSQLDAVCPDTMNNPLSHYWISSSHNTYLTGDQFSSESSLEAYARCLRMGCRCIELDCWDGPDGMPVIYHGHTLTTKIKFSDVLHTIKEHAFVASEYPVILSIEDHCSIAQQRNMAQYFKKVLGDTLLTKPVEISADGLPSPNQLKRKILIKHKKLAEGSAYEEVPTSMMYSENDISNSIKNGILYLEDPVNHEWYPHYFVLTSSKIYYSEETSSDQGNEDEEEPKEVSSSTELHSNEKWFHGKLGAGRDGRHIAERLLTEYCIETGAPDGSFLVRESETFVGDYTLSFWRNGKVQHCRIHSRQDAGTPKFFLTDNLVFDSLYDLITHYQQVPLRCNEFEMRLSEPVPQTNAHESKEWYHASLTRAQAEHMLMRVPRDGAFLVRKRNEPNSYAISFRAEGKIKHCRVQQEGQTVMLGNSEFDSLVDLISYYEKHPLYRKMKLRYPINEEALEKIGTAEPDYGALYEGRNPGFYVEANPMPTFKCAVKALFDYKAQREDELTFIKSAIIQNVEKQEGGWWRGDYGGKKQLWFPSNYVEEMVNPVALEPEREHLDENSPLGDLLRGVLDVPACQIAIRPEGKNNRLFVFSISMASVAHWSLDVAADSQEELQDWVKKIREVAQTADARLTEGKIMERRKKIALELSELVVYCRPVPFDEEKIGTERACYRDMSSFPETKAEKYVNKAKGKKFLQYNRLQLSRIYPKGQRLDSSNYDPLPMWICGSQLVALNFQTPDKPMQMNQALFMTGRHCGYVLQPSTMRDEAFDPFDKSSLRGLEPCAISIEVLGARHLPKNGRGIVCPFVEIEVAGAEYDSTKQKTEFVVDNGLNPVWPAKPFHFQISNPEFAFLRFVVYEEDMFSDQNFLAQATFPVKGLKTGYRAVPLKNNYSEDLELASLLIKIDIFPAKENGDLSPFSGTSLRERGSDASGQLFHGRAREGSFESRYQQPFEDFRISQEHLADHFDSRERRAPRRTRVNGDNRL
# * marks the source's active call; other numbers are inactive results; · = no result given. Rows were taken by chance, and some 3.6% of all compounds hit somewhere here.
SMILES,ADAM10 inh,Tn6 DDE FP,Tn7 DDE FP,SIAE inh,ARFGAP1 inh,TDP2 absorb,PLCb3 inh,ASAP1 inh,ADAM17 inh,PLC-gamma1 inh
COc1ccccc1NC(=O)CSc1nnc(NC(=O)C2CCC2)s1,10,-6,-11,-9,10,2,-5,1,1,0
C=C1CC[C@H](O)C/C1=C/C=C1\CCC[C@]2(C)[C@@H]([C@H](C)/C=C/[C@H](C)C(C)C)CC[C@@H]12,1,-10,-8,-1,-16,-13,-8,-4,1,-2
O=C(CN1CCC(n2nnc3cc(F)ccc32)CC1)N1CCCc2ccccc21,-7,2,-4,-4,-6,-5,3,-12,-2,-2
CC(C(=O)Nc1ccon1)N1C(=O)c2ccccc2S1(=O)=O (stereo not drawn),-2,-2,-3,3,-6,0,4,11,0,-2
Cc1cccc(N2C(=O)Cc3ccccc3C2=O)c1,-3,4,6,0,10,5,-12,1,-3,-10
COc1ccc(NC2CC(=O)N(C)C2=O)cc1 (stereo not drawn),-6,0,0,6,-4,12,-43,-2,-3,-33
COc1ccc(-c2nc(C)ncc2-c2ccc(Cl)cc2)c(O)c1,-5,-2,1,2,-1,0,-12,11,1,3
CCc1nnc(NC(=O)c2cccc(S(=O)(=O)N3CC(c4ccccc4)CC3=O)c2)s1 (stereo not drawn),-7,6,4,-7,-2,9,-2,-10,1,1
C[C@H](O)[C@@H]1CN2CCc3c([nH]c4c(-c5ccc6c(c5)OCO6)cccc34)[C@@H]2C[C@@H]1N(C)C(=O)NC1CCCCC1,0,1,-6,-1,·,-6,-25,·,1,-19
Cc1nc(NC(=O)CSc2nnc(-c3ccc4c(c3)OCO4)o2)c(Cl)cc1Cl,6,-4,0,-2,13,-17,-17,-6,0,3
Cc1cccc(NC(=O)c2ccc(S(=O)(=O)N3CCN(C)CC3)cc2)c1C,4,-7,5,-3,-5,6,2,6,2,1
CCN=C1NN=C(c2cc(C)n(Cc3ccco3)c2C)CS1,4,3,-1,7,5,4,-8,4,1,-9
CCCCCCCCN1C(=O)[C@@H](CC(=O)N2CCN(C(=O)OCC)CC2)C[C@@]2(C(=O)OC)C1=C[C@H](COCc1ccccc1)O[C@@H]2C,5,1,-5,3,·,1,-1,·,2,-1
CC(Oc1ccccc1)C(=O)N1CCN=C1SCc1ccc(F)cc1 (stereo not drawn),5,7,3,-1,7,-1,-5,-4,0,0
CCn1cc(Br)c(C(=O)NN)n1,3,1,-1,1,5,1,1,5,-3,0
O=C1Nc2cc(C(=O)N3CCOCC3)ccc2S/C1=C/c1ccccc1F,-2,-3,7,-1,-9,-3,-34,-7,0,-31
COc1cccc(C(=O)Nc2cccnc2)c1OC,4,-3,-5,2,3,10,5,3,-5,3
O=C1C2C3C=CC(C3)C2C(=O)N1/N=C/c1cc(Br)cc([N+](=O)[O-])c1O (stereo not drawn),-4,8,-3,6,4,2,-5,-3,-4,1
O=C(NCc1ccc(C(F)(F)F)cc1)c1ccc(-c2cccnc2)c2ccoc12,-8,-4,3,-11,4,-6,-9,-3,2,-3
O=C(NCCc1ccccc1)C1CCN(C2CCN(Cc3ccc(CO)o3)CC2)CC1,-2,6,-3,2,-1,-12,2,0,2,2
Cc1ccc(NC(=O)CSCC#N)cc1Cl,-1,4,-1,4,5,-1,3,-3,0,5
COc1cccc(C(=O)NCCS(=O)(=O)N2CCN(C(=O)c3ccco3)CC2)c1,-4,6,0,-2,6,6,-4,-2,-3,0
Cc1c(/C=N/NC(=O)C2(O)c3ccccc3-c3ccccc32)cnn1C,6,-4,-8,3,10,-8,5,0,6,4
COc1ccc(C(=O)Nc2ccc(NC(=O)C(C)C)nc2)cc1,0,-10,1,-11,-1,-1,-4,9,-8,1
C[C@@H](C(=O)CC(=O)OC(C)(C)C)[C@@H](O)c1c(F)cccc1Cl,-3,3,2,-2,9,0,-3,-8,-1,-3
O=C(CSc1nc2ccccc2c(=O)n1NC(=O)Cc1ccccc1)NCCc1ccccc1,5,1,1,2,2,10,4,-4,2,5
Cc1cccc(CNC(=O)c2sc(=O)n(Cc3c(C)cccc3C)c2C)c1,10,1,7,-11,-6,-6,3,-1,7,1
CC(C)c1ccc(S(=O)(=O)N2CCC(C(=O)N3CCC3)CC2)cc1,2,6,-1,-2,6,5,-3,-12,-4,1
O=S1(=O)CCOCCCN1Cc1ccc(Cl)cc1,2,5,8,1,8,-3,-1,-8,-5,2
CN(c1ccccc1)S(=O)(=O)c1ccc(Cl)c(C(=O)Nc2ccncc2)c1,2,1,2,5,-6,-10,2,5,6,9.8*
O=c1cc[nH]c2cccc(Cc3ccccc3)c12,-4,0,-3,0,9,-2,1,0,-4,0
CC(=O)c1ccc(N=C2SCCCN2C(=O)C2CCCCC2)cc1,-6,0,-2,0,1,-5,-4,-7,-4,2
CCOc1ccc(-c2nn(-c3ccccc3)cc2/C=C(\C#N)S(=O)(=O)c2ccccc2)cc1C,2,8,-2,-2,4,6,-5,0,-1,-4
CCOc1ccc(CCNC(=O)CSCC(=O)Nc2cccc(C)c2)cc1OCC,-9,-4,-5,5,7,-2,-7,-12,1,1
CCOc1ccccc1NC(=O)COC(=O)C1COc2ccccc2O1 (stereo not drawn),-14,5,2,6,-1,7,-1,0,-5,-2
O=C(O)CC12CC3CC(C1)CC(n1ncc(NCc4ccc(F)cc4Cl)c(Cl)c1=O)(C3)C2,3,-8,-1,-1,4,7,1,-2,2,4
Cc1ccc(-c2nc(C(=O)NCCCN3CCOCC3)cc3c2[nH]c2ccccc23)cc1,-386,-1,-2,-20,5,8,-50,2,-80,-44
Cc1cc(C(=O)Nc2ccc(C(=O)O)cc2)c(-c2ccccc2)o1,1,-8,-6,1,0,4,-3,-2,-2,0
O=C(O)c1cc(NN=C2c3ccccc3-c3ccccc32)ccc1Cl,3,-7,5,2,-13,-20,-22,1,-1,-10
CC(C)(C)S(=O)(=O)N1Cc2cc(CO)ccc2[C@H]1CCO,-9,3,2,1,6,6,-6,-26,-4,-5
Cc1ccc(S(=O)(=O)CCN2CCC(O)(c3ccccc3)CC2)cc1,1,4,2,5,9,0,-7,-2,-2,2
CC1(C)CC(=O)C=C(c2cccc(OC(=O)c3ccc(Br)cc3)c2)C1=O,-2,-2,5,0,8,5,-2,-7,-13,-4
CC(=O)Nc1ccc(S(=O)(=O)NCCC(=O)OCC(=O)c2ccc(F)c(F)c2)cc1,-4,0,4,0,-2,2,-12,-1,-6,1
O=S(=O)(c1ccc(OCC(O)CN2CCN(c3ccccc3)CC2)cc1)N1CCOCC1 (stereo not drawn),-2,-7,2,9,5,7,4,9,-2,1
OC(c1ccc2c(c1)OCO2)c1ncc(-c2cccc(C(F)(F)F)c2)[nH]1 (stereo not drawn),20*,12,7,-3,14,0,-9,8,6,-1
COc1ccc(N=Cc2c(O)[nH]c3ccccc23)cc1,-5,-2,-1,16,-4,-9,1,11,2,-1
C/C(=N\NC(=O)c1nn(C)cc1Br)c1cccc(NC(=O)c2ccncc2)c1,3,10,-4,-3,9,6,1,-5,-4,0
Cc1ccc(S(=O)(=O)/N=C(\CN2CCOCC2)N2CCCC2)cc1,10,3,-6,3,7,8,0,-9,-2,2
COCc1ccc(C(=O)N2CCN(CC(=O)N3CCCC3)CC2)cc1,5,2,-2,-2,-1,-6,-6,8,0,1
COC(=O)CCN(Cc1ccccc1)S(=O)(=O)c1ccccc1Br,5,1,5,-1,6,-12,-2,5,7,0
COCOCCn1cc(CN2CCS(=O)(=O)N(Cc3ccc(-c4ccc(Cl)nc4)cc3)C(C)C2=O)nn1 (stereo not drawn),-18,4,-2,11,5,2,-2,1,6,3
CC1=NN(C(=O)COc2cc(C)ccc2C(C)C)C(O)(c2ccccc2)C1 (stereo not drawn),2,-11,0,2,3,2,-7,-15,-2,-2

# Nothing new here: an excerpt of the list.
SMILES,ADAM10 inh,Tn6 DDE FP,Tn7 DDE FP,SIAE inh,ARFGAP1 inh,TDP2 absorb,PLCb3 inh,ASAP1 inh,ADAM17 inh,PLC-gamma1 inh
Cc1cc(C(=O)Nc2ccc(C(=O)O)cc2)c(-c2ccccc2)o1,1,-8,-6,1,0,4,-3,-2,-2,0
O=C(O)c1cc(NN=C2c3ccccc3-c3ccccc32)ccc1Cl,3,-7,5,2,-13,-20,-22,1,-1,-10
CC(C)(C)S(=O)(=O)N1Cc2cc(CO)ccc2[C@H]1CCO,-9,3,2,1,6,6,-6,-26,-4,-5
Cc1ccc(S(=O)(=O)CCN2CCC(O)(c3ccccc3)CC2)cc1,1,4,2,5,9,0,-7,-2,-2,2
CC1(C)CC(=O)C=C(c2cccc(OC(=O)c3ccc(Br)cc3)c2)C1=O,-2,-2,5,0,8,5,-2,-7,-13,-4
CC(=O)Nc1ccc(S(=O)(=O)NCCC(=O)OCC(=O)c2ccc(F)c(F)c2)cc1,-4,0,4,0,-2,2,-12,-1,-6,1
O=S(=O)(c1ccc(OCC(O)CN2CCN(c3ccccc3)CC2)cc1)N1CCOCC1 (stereo not drawn),-2,-7,2,9,5,7,4,9,-2,1
OC(c1ccc2c(c1)OCO2)c1ncc(-c2cccc(C(F)(F)F)c2)[nH]1 (stereo not drawn),20*,12,7,-3,14,0,-9,8,6,-1
COc1ccc(N=Cc2c(O)[nH]c3ccccc23)cc1,-5,-2,-1,16,-4,-9,1,11,2,-1
C/C(=N\NC(=O)c1nn(C)cc1Br)c1cccc(NC(=O)c2ccncc2)c1,3,10,-4,-3,9,6,1,-5,-4,0
Cc1ccc(S(=O)(=O)/N=C(\CN2CCOCC2)N2CCCC2)cc1,10,3,-6,3,7,8,0,-9,-2,2
COCc1ccc(C(=O)N2CCN(CC(=O)N3CCCC3)CC2)cc1,5,2,-2,-2,-1,-6,-6,8,0,1
COC(=O)CCN(Cc1ccccc1)S(=O)(=O)c1ccccc1Br,5,1,5,-1,6,-12,-2,5,7,0
COCOCCn1cc(CN2CCS(=O)(=O)N(Cc3ccc(-c4ccc(Cl)nc4)cc3)C(C)C2=O)nn1 (stereo not drawn),-18,4,-2,11,5,2,-2,1,6,3
